Source: PubChem
CDK5 inh: blocks human CDK5/p35 kinase activity. Q00535+Q15078. Recombinant CDK5/p35, ADP-Glo luminescence, 60 min. inhibition, % at 10 µM. 330,000 tested, 0.01% active. AID 488839;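 active = highest replicate inhibition of at least 50% and at least 75% of replicates reaching 50%; inconclusive = only one of the two criteria met; inactive = both criteria failed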;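 note: plate controls were DMSO neutral control for no effect and GW8510 at 10 µM for full effect; many of its hits are not listed in these tables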
SUMO Mot1 rescue: blocks SUMOylation pathway, rescuing yeast Mot1-301 growth | AID 2716 | growth rescue, % at 18.8 µM | S. cerevisiae Mot1-301 growth rescue, ATP luminescence, 38.5C; percent above DMSO median, 100 means doubled | 320,000 tested, 1% active;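 active = every valid replicate shows activation above 250% relative to neutral control wells; inactive = the rest, any valid replicate at or below 250%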;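 note: OY570 slx delta 5 strain wells were the positive control but not used for scaling; some compounds called inactive have numbers as strong as hits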
PKA-R2B activ: PKA-R2B complex activation; PKA-R2B holoenzyme dissociation, Cy5-IP20 fluorescence polarization; R2B truncated from residue 108, S112A mutant; 0% DMSO only, 100% 113 µM cGMP; activation, % at 11.4 µM; 340,000 tested, 0.079% active;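 active = activation above a cutoff set at the mean over all compounds plus 3 SD, cut at about 18% in these data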;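 note: higher means more holoenzyme dissociation and a rise in polarization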
Arr AP2 block: inhibitors of human beta-arrestin and AP2 interaction | FITC-arrestin peptide / GST-AP2 beads, flow cytometry; AP2 beta2 appendage carries R879A mutation | 340,000 tested, 0.31% active | inhibition, % at 10 µM;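 active = inhibition above a set limit, near 3 SD of compounds lacking own fluorescence, cut at about 54% in these data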;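 note: plate controls were DMSO wells for no effect and 5 µM unlabelled arrestin peptide for full effect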
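Assay system: GST-AP2 R879A bound to glutathione beads, E. coli-expressed; Medium: PBS with 0.05% Tween 20 and 0.1% BSA; Also added: fluorescein-tagged arrestin peptide at 50 nM final; Timing: 12 min plus 1 h, RT; Measured by: flow cytometry, FL1 (488/535 nm); Evaluation: percent drop in bead-associated FITC signal.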
Pemphigus Ab inh: human desmoglein-3 autoantibody binding inhibition. P32926. DSG3-coupled beads, scFv-anti-DSG3-GFP binding, flow cytometry; hits give low values. binding (percent of control), % at 10 µM. 310,000 tested, 0.48% active;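 active = binding more than 3 SD below its plate's average and above zero; inconclusive = below that plate limit but binding exactly zero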;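 note: hits lower antibody fragment binding to DSG3; some compounds called inactive have numbers as strong as hits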
NSD2 inh: inhibitors of human histone methyltransferase NSD2. 310,000 tested, 0.54% active. inhibition, % at 12.5 µM. AID 743445. NSD2 peptide methylation, AlphaScreen, 120 min; in the data active = inhibition above about 50%
Target sequence (O96028 whole entry, looked up): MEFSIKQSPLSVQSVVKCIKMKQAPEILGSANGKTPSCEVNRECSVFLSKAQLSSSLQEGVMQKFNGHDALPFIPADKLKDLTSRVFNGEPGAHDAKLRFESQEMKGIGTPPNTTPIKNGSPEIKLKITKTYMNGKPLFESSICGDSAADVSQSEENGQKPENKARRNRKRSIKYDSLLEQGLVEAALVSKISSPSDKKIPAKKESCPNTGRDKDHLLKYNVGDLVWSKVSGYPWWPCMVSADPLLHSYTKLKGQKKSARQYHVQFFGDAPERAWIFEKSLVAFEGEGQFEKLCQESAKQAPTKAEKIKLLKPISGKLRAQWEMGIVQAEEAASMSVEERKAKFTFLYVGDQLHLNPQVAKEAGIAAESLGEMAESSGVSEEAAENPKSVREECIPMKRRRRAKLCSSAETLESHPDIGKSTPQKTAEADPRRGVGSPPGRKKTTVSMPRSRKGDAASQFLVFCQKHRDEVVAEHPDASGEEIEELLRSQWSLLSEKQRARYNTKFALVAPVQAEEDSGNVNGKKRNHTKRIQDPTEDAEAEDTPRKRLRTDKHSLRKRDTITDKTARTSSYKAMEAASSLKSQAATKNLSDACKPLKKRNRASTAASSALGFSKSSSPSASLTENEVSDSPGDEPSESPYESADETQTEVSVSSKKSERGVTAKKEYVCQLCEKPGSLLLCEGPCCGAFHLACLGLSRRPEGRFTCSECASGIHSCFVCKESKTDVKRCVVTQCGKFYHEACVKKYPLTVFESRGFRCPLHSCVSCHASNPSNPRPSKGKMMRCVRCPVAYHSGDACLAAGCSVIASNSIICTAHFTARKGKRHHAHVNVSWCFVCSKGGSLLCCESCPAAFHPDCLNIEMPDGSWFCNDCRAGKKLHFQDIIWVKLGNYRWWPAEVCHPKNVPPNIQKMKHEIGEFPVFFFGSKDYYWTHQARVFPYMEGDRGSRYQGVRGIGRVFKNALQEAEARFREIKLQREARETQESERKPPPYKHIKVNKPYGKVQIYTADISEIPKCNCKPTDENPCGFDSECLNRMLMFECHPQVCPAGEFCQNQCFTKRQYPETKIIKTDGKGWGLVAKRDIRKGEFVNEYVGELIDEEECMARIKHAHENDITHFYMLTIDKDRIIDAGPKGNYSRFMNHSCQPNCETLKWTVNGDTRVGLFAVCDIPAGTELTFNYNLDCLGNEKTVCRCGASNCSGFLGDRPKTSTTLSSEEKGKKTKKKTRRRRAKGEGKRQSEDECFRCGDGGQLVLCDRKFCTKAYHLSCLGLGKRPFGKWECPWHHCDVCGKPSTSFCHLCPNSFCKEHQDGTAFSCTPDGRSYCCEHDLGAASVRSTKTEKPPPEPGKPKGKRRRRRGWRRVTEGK
MITF TRPM1 HTS: MITF TRPM1 promoter activation in melanoma cells; SK-MEL-5 TRPM1-promoter luciferase, 24 h; % of positive control, neutral wells = 0; activation, % at 12.5 µM; 300,000 tested, 0.75% active; AID 588334;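 active = mean activation of at least 80% with every replicate also reaching 80%; inconclusive = mean reaches 80% but some replicate falls short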;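 note: 0% = neutral control wells and 100% = parthenolide positive control wells; values of inactives mirror those of a sister screen read the other way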
SR-BI uptake up: enhances SR-BI lipid uptake from DiI-HDL. CHO ldlA[mSR-BI] cells, DiI-HDL uptake fluorescence, 3 h; 100 = double the neutral-control signal. activation, % at 12.5 µM. 320,000 tested, 0.096% active. AID 504775;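 active = mean replicate activation of at least 60% and every replicate at or above 60%; inconclusive = mean or all-replicate condition met, but not both; inactive = mean below 60% and not all replicates reaching 60%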;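 note: 0% = median plate neutral-control signal and 100% = twice that signal; values of inactives mirror those of a sister screen read the other way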
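Test system: SR-BI-overexpressing, LDLR-lacking CHO cells. Measured by: DiI fluorescence, bottom read. Medium: Ham's F12 with 0.5% BSA, HEPES 25 mM, pH 7.4. Timing: 3 h uptake period with compound, 37 °C.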
dFosB activator: enhances mouse delta FosB homodimer DNA binding; purified delta FosB, TAMRA-CDK5 oligo fluorescence polarization; percent of positive-control signal above neutral wells; 340,000 tested, 0.99% active; activation, % at 25 µM; AID 493131; P13346;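 active = mean activation above about 17%, with every replicate also reaching it, limit read from the data, passing the limit was not always enough; inconclusive = only one of the two conditions met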;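 note: fluorescence polarization rise as delta FosB binds a TAMRA Cdk5 AP-1 oligo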
SR-BI HDL uptake: mouse SR-BI HDL lipid transfer inhibition | 320,000 tested, 0.96% active | ldlA[mSR-BI] CHO cells, DiI-HDL uptake fluorescence, 3 h | AID 488896 | inhibition, % at 12.5 µM | Q61009;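 active = mean replicate inhibition of at least 70% and a set share of replicates each scoring 70 or more; inconclusive = meets just one of the two criteria; inactive = fails both criteria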;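 note: 0% = median of neutral control wells and 100% = median of positive control wells; values of inactives mirror those of a sister screen read the other way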
PKA-R1A act: PKA-R1A complex activation | P00514+P68181 | 340,000 tested, 0.083% active | AID 504707 | PKA-R1A dissociation, Cy5-IP20 fluorescence polarization; scaled: DMSO 0%, 113 µM cGMP 100% | activation, % at 11.4 µM;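 active = percent activation above the mean of all tested compounds plus 3 SD, cut at about 19% in these data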;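 note: higher means more PKAc released from R1A so a rise in polarization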
Active calls of the source: *; ? = inconclusive; · = not tested or not shown.

Order of results: PKA-R1A act	SR-BI uptake up	PKA-R2B activ	SR-BI HDL uptake	dFosB activator	NSD2 inh	Arr AP2 block	SUMO Mot1 rescue	CDK5 inh	MITF TRPM1 HTS	Pemphigus Ab inh
1) CC(C)=CCC/C(C)=C/CN(CC(C)O)CC(C)O (configuration not stated)
    -7	8	-12	-8	2	-1	4	50	0.4	2	100
2) CN(C)S(=O)(=O)N1CCN(C(=O)c2ccccc2Cl)CC1
    -8	14	7	-14	-10	·	23	-1	-3.2	-13	·
3) C=CCc1cccc(/C=N/c2nc3ccccc3n2CC)c1O
    -2	-2	-15	2	-2	·	-7	-8	-5.7	-7	120
4) COc1ccc(-c2nn(-c3ccccc3)cc2C#N)cc1
    -4	-56	-6	56	2	-2	36	15	-0.5	105*	98
5) CN(C)Cc1nc2c([nH]1)c(=O)n(C)c(=O)n2C
    4	-2	-6	2	0	·	8	-9	-0.7	-6	96
6) CCCCC(=O)N/N=C/c1cc([N+](=O)[O-])ccc1N1CCOCC1
    5	-33	-3	33	-5	-1	4	1	0.2	3	98
7) Cc1cccc(N2CC(C(=O)Nc3ccccc3N3CCOCC3)CC2=O)c1C (configuration not stated)
    4	-14	-4	14	1	-1	-5	-5	-1.0	0	91
8) CCN(CC)CC1C(=O)N(c2ccc(OC)cc2)C1c1ccccc1 (configuration not stated)
    -3	1	15	-1	-10	30	38	-5	-0.6	0	92
9) CCNC(=S)Nc1cccc(Cl)c1C
    0	-11	-3	11	-4	-3	2	-17	-1.8	6	105
10) Cc1cc(C(=O)Nn2c(-c3ccc(Br)cc3)nc3ccccc3c2=O)ccc1[N+](=O)[O-]
    -3	-6	-2	6	-10	1	18	14	-1.1	-12	80
11) Cn1ccnc1SCc1ccc(Cl)cc1Cl
    3	1	4	-1	-4	2	-12	14	0.1	-1	119
12) Cc1ccc(C(=O)NCCCNC(=O)Cc2ccc(Cl)cc2)cn1
    -1	26	10	-26	-1	-1	37	-11	1.3	-5	97
13) Cc1ccnc(NC(=O)CCCc2ccccc2)c1
    -7	4	-11	-4	10	-2	0	-7	0.7	45	101
14) Cc1ccc(CNC(=O)c2cnccn2)cc1
    11	15	-5	-15	0	0	-6	1	2.7	-11	108
15) COc1ccc2[nH]c(=O)c(CN(Cc3cccs3)C(=S)NCC3CCCO3)cc2c1 (configuration not stated)
    -9	·	-4	·	-5	-3	-15	-7	0.3	-1	102
16) O=C(CN1C(=O)c2ccccc2S1(=O)=O)NCc1c(F)cccc1F
    0	-17	3	17	-3	-1	-5	256	0.8	-5	92
17) CCOC(=O)c1cc2ccccc2nc1C
    2	-7	4	7	-7	-2	4	·	-0.5	·	102
18) Clc1cccc(CN2C3=NCCCN3c3ccccc32)c1
    -7	4	-2	-4	-1	-1	8	14	1.2	7	99
19) CCC(C)NC(=O)C1CCCCN1S(=O)(=O)c1ccc(F)cc1 (configuration not stated)
    2	21	-15	-21	0	-2	-2	-18	-5.9	10	126
20) O=C(OCC(=O)c1ccc[nH]1)C1=COCCO1
    -8	1	12	-1	-12	1	0	2	-0.6	5	101
21) CCCC(c1nnnn1Cc1ccccc1)N1CCC(C(N)=O)CC1 (configuration not stated)
    -4	5	-3	-5	4	0	-3	2	-1.4	-2	106
22) CCC(=O)Nc1c(C)nn(-c2ccc(C)c(C)c2)c1C
    -4	-6	-8	6	1	-1	8	6	0.1	5	84
23) COC(=O)c1ccccc1NC(=O)NCCc1ccc(OC)c(OC)c1
    -2	-20	4	20	-5	-2	8	-29	-0.2	12	98
24) CCOc1ccccc1NC(=O)CN1C(=O)COc2ccc(C)cc21
    -3	-19	-10	19	-7	-3	19	2	-0.7	-1	107
25) Cc1ccc(-c2cc(C(=O)NCc3ccco3)no2)cc1
    3	19	3	-19	0	9	-23	-9	-1.7	98*	127
26) COc1cccc(N2CCN(C(=O)c3cccc(N4C(=O)NC5CC4(C)Oc4c(OC)cccc45)c3)CC2)c1 (configuration not stated)
    -7	-8	-10	8	-9	8	11	-1	-1.2	4	104
27) CN1/C(=C\C=C(/C#N)C(=O)Nc2ccc(Cl)cc2)C(C)(C)c2ccccc21
    -1	35	-21	-35	-4	-1	2	-25	0.9	-4	134
28) CCC(c1nnc(SCC(=O)Nc2ccc(C(=O)N(C)C)cc2)n1Cc1ccccc1)N(C)C (configuration not stated)
    -7	17	-6	-17	-5	-2	0	-10	0.7	-4	108
29) O=C(Nc1ccc(F)cc1)C1CCCN(c2cnccn2)C1 (configuration not stated)
    -7	1	-10	-1	-3	-4	17	·	0.1	12	101
30) CCO[C@H]1OC(C(=O)O)=C[C@@H](c2ccccc2)[C@@H]1CCCO
    -5	16	-6	-16	2	·	12	-11	-2.4	0	101
31) COc1ccc(-c2csc(C)n2)cc1OC
    0	37	0	-37	9	1	6	·	-1.3	5	104
32) Cc1ccccc1NC(=O)NCC1CCN(c2ccc(S(=O)(=O)N3CCOCC3)cc2)CC1
    8	-82	-17	82*	6	-1	17	19	0.2	-14	·
33) Cc1onc(-c2ccccc2)c1C(=O)NC(C)CCc1ccccc1 (configuration not stated)
    -4	·	3	·	5	3	7	42	1.1	-5	·
34) Cc1ccc(S(=O)(=O)NCc2cccnc2)s1
    0	29	-1	-29	2	2	-4	8	-0.4	-7	114
35) O=C(NCCCc1ccccc1)c1cncc(Br)c1
    11	11	4	-11	2	20	-6	-8	0.6	22	92
36) CN(C)c1ccc(C2C3C(=O)NC(=O)C3ON2c2ccc(Cl)cc2)cc1 (configuration not stated)
    0	1	2	-1	-15	·	5	-15	-0.1	30	109
37) CCOc1ccc(N(C(=O)CNC(=O)c2ccco2)C(C(=O)NCC2CCCO2)c2ccccc2)cc1 (configuration not stated)
    -4	·	6	·	3	27	3	19	-1.5	·	112
38) CCCc1nc(-c2cc3ccccc3[nH]c2=O)no1
    1	·	0	·	-18	1	-8	203	-1.9	17	98
39) COc1ccc(Cc2nnc(NC(=O)CSc3ccccc3)s2)cc1OC
    -1	36	-13	-36	-1	0	-23	-5	0.3	9	105
40) COCCNC(=O)c1ccc(CS(=O)(=O)c2ccc(C)cc2)o1
    -2	17	-7	-17	-1	-1	23	82	1.0	-3	103
41) COC(=O)c1ccccc1C(=O)c1cccc2ccccc12
    -2	-5	-2	5	1	-5	-12	-2	1.5	-4	99
42) CC12CCC(C(=O)N3CCCCC3)([C@H](Br)C1=O)C2(C)C (some centres not stated)
    5	10	-7	-10	-13	-4	21	-14	-0.1	-12	117
43) Cc1c(C(=O)N(Cc2ccccc2)C2CCS(=O)(=O)C2)oc2ccccc12 (configuration not stated)
    -8	12	-7	-12	-6	·	7	-6	0.0	-2	104
44) Cc1cccc(NC(=O)[C@H](Cc2c[nH]c3ccccc23)NC(=O)[C@@H]2Cc3ccccc3CN2)c1
    1	9	1	-9	22*	·	-9	-5	-0.8	-3	·
45) CN(CC(=O)N1CCN(c2ccc(F)cc2)CC1)S(=O)(=O)c1ccc2c(c1)c(=O)n(C)c(=O)n2C
    -12	-12	-4	12	-4	-2	10	·	-0.5	4	96
46) N#Cc1c(NC(=O)C2CC(c3ccccc3O)=NO2)sc2c1CCC2 (configuration not stated)
    -19	-7	-8	7	9	2	18	15	-0.8	5	102
47) Cc1ccc(-n2nc(C)c3c(C)c(CCC(=O)NC(C)c4ccccc4)c(C)nc32)cc1 (configuration not stated)
    -4	6	-4	-6	-2	·	-6	3	-0.8	-16	93
48) Cc1c(/C(O)=C2\C(=O)C(=O)N(CCN(C)C)C2c2ccco2)cnn1-c1ccccc1 (configuration not stated)
    -1	23	8	-23	2	1	31	-1	-1.0	·	103
49) CCOc1cc(-c2c(C#N)c(N)nc3c2CCc2ccccc2-3)ccc1O
    -3	-46	-11	46	-6	-4	-6	-2	0.5	-5	103
50) COc1cc2c(cc1OC)C(c1cccs1)N(C(=O)C(C)C)CC2 (configuration not stated)
    -17	-4	-10	4	-6	-1	-3	·	-1.0	·	100
51) Cc1cc(-n2nc(C)cc2C)n2ncc(-c3ccccc3)c2n1
    -1	-39	-8	39	-11	-2	-4	-13	3.4	·	102
52) Cc1ccc(NC(=O)CCS(=O)(=O)c2ccc3nc(C)sc3c2)cc1
    18	8	5	-8	4	·	1	524*	2.1	2	108
53) Cc1cccc(CSc2nc3c(cc2C#N)CCC3)c1
    1	-44	-1	44	1	-8	-3	8	-0.3	·	·
54) COc1ccc(CCN(C)C(=O)C2CCN(Cc3cccc(OC)c3OC)CC2)cc1OC
    -7	13	-8	-13	1	·	6	-10	-0.7	0	98
55) CCOC(=O)C1CCCN(C(=O)/C=C/c2cccc([N+](=O)[O-])c2)C1 (configuration not stated)
    5	-4	1	4	-5	1	-6	7	-1.0	-1	106
56) Cc1ccc(-c2nc3ccccc3[nH]2)cc1N
    -12	-19	-12	19	2	·	-7	-10	-0.1	36	96
57) COC(CNC(=O)CNC(=S)N(Cc1ccccc1)Cc1cccs1)OC
    0	15	-3	-15	-9	4	-23	114	0.0	5	101
58) Cc1ccc(C)c2sc(NC(=O)c3ccc(N4C(=O)CCC4=O)cc3)nc12
    1	-79	3	79*	-7	·	8	4	1.6	·	96
59) Cc1cccnc1NC(=S)NCCc1ccccc1
    -4	·	-7	·	-5	2	-26	5	-1.5	?	93
60) Cc1ccc(CNC(=O)C2CCCN2S(=O)(=O)c2ccc(Cl)cc2)cc1 (configuration not stated)
    4	17	2	-17	-8	0	43	3	1.5	-14	107
61) COc1cc(/C=C2/C(=N)N3C(SC)=NSC3=NC2=O)ccc1OC(=O)c1ccco1
    -2	-2	7	2	-13	11	0	5	0.5	22	107
62) COCc1cc(=O)[nH]c(Sc2c(-c3ccccc3)c3ccc(Cl)cc3[nH]c2=O)n1
    -1	10	1	-10	-6	-2	4	-17	-3.0	7	116
